Hsp70 displacement: Hsp70 inhibitors, probe displacement, primary screen, biochemical, fluorescence polarization (AID 583); displacement, % at 20 µM; hits with a dose series show IC50 in µM; 140,000 tested, 0.06% active; Hsp70 fluorescence polarization probe displacement, mP; higher % means a stronger effect; in the data active = displacement above about 50%;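 note: plate controls were vehicle for no effect and reference ligand for full effect; a part of the inactive calls stands beside numbers as strong as those of hits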
Rat MKP-3 inhibitors: MKP-3 phosphatase inhibitors, primary screen, biochemical, rat enzyme, in vitro (AID 425) | Dual specificity protein phosphatase 6 (Rattus norvegicus) | recombinant MKP-3 phosphatase activity, fluorescence; higher % means a stronger effect | inhibition, % at 20 µM, or IC50 in µM where a hit was titrated | 110,000 tested, 0.17% active; in the data active = inhibition above about 50%;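 note: plate controls were vehicle for no effect and reference inhibitor for full effect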
Numbers without * were called inactive; · = not tested or not shown; & = joins results of further samples.

SMILES	Hsp70 displacement	Rat MKP-3 inhibitors
CC1=NN(C(=O)c2ccncc2)C(O)(c2ccc(Cl)cc2)C1 (configuration not stated)	-2.8%	2.7%
O=C(Nc1cccc(-c2cn3ccccc3n2)c1)c1ccccc1Cl	-0.2%	-1.3%
CCCCN(CCCNC(=O)C1CCN(S(=O)(=O)N2CCOCC2)CC1)Cc1ccccc1	0.6%	2.9%
CN=C(Nc1ccc2c(c1)OCO2)SC1CC(=O)N(c2ccccc2)C1=O (configuration not stated)	1.6%	-7.0%
CC1CC(C)CN(CCCNC(=O)c2cn(C)c3ccc(S(=O)(=O)N4CCCC4)cc3c2=O)C1 (configuration not stated)	2.0%	-1.2%
CCN(CC)c1ccc(NC(=O)/C=C/c2cc(OC)ccc2OC)cc1	2.8%	2.2%
COCCn1nnnc1SCC(=O)c1ccc(F)cc1	-0.4%	0.6%
CCOc1ccc(/C=C2/C(=O)NN(c3ccccc3)C2=O)cc1OC	2.4%	-0.3%
COc1c(Br)cc(Br)cc1/C=N/NC(=O)CNC(=O)c1cccc(F)c1	1.9%	-2.8%
O=C1NC(=S)N(c2ccc(Br)cc2)C(=O)/C1=C/c1ccc(O)c(Cl)c1	2.1%	-6.4%
O=C(c1cc2n(n1)C(C(F)(F)F)CC(c1ccco1)N2)N1CCc2ccccc2C1 (configuration not stated)	3.3%	-4.3%
N/C(=N\OC(=O)c1ccco1)c1cccc(Br)c1	-0.4%	·
CCN1CCCC1CNC(=O)Cn1cc2c(n1)CCC(C)C2 (configuration not stated)	5.3%	0.4%
Cc1ccc(OCC(=O)Nc2oc(-c3ccccc3)c(-c3ccccc3)c2C#N)cc1	3.1%	·
Cc1ccc2c(c1)nnn2C1CCN(S(=O)(=O)c2cccc(S(=O)(=O)N(C)C)c2)CC1	-0.3%	-9.4%
CCOC(=O)Nc1sc(C(=O)N(CC)CC)c(C)c1C(=O)OCC	3.3%	-4.5%
COc1ccccc1CC(NC(C)=O)C(=O)N1CCN(C(=O)c2cccs2)CC1 (configuration not stated)	-2.0%	·
Cc1ccccc1-n1nnnc1SC1CCOC1=O (configuration not stated)	1.4%	-16.4%
COc1cccc(OCCNC(=O)c2cccc(OC)c2)c1	2.3%	-10.1%
O=C1NC(=S)N(c2ccc(Cl)cc2)C(=O)/C1=C\c1ccc(-c2cccc(C(=O)O)c2)o1	3.1%	8.3%

Reformatted with bars between the fields: entries from further up
smiles | Hsp70 displacement | Rat MKP-3 inhibitors
N/C(=N\OC(=O)c1ccco1)c1cccc(Br)c1 | -0.4% | ·
CC1=NN(C(=O)c2ccncc2)C(O)(c2ccc(Cl)cc2)C1 (configuration not stated) | -2.8% | 2.7%
Cc1ccccc1-n1nnnc1SC1CCOC1=O (configuration not stated) | 1.4% | -16.4%

(list continues)
SMILES	Hsp70 displacement	Rat MKP-3 inhibitors
COc1cc(OC)cc(C(=O)N2CCN(S(C)(=O)=O)CC2)c1	1.4%	-1.9%
COc1cc2[nH]c(=O)n(CCC(=O)N3CC=C(c4ccccc4)CC3)c(=O)c2cc1OC	-0.9%	·
O=C(NCN1C(=O)C2C3C=CC(C3)C2C1=O)Nc1nncs1 (configuration not stated)	3.7%	-2.5%
CC1CCC(C(C)C)C(OC(=O)CSc2nnc(N)s2)C1 (configuration not stated)	4.8%	·
CCCc1nc(N2CCN(C)CC2)c2sc(=S)n(-c3ccccc3)c2n1	1.0%	-1.1%
Cn1cnc2c(sc3nc(N4CCOCC4)c4c(c32)CC(C)(C)OC4)c1=O	5.6%	1.7%
COCCNC(=O)C(=O)Nc1ccc(Br)cc1	9.2%	·
CC(=O)n1nc(-c2ccccc2)c(-c2nc3ccccc3[nH]2)c1C	0.7%	-0.3%
COc1ccc(C(=O)c2ccccc2Cl)cc1	-1.7%	·
N=c1n(CCN2CCCCC2)c2ccccc2n1CC(O)COc1ccccc1 (configuration not stated)	7.5%	4.3%
O=C(O)CCCNC(=O)COc1ccccc1	-3.2%	4.9%
C=CCOc1cccc(/C=C/C(=O)c2ccc(Cl)cc2)c1	-1.5%	11.8%
COC(=O)C1=C(C)C(c2ccc(OC)cc2OC)NC(=O)N1 (configuration not stated)	0.1%	-10.9%
Cc1ccc(NC(=S)/C(=C(\[O-])c2ccc(C)c([N+](=O)[O-])c2)[n+]2ccccc2)cc1C	-3.1%	·
CCOc1cc(C2/C(=C(\O)c3cc(C)ccc3C)C(=O)C(=O)N2CCN(C)C)ccc1O (configuration not stated)	3.4%	-7.4%
O=C(CCCc1ccccc1)NC1CCSC1=O (configuration not stated)	7.2%	-9.5%
O=C1C=CC(=NS(=O)(=O)c2ccc(Cl)c([N+](=O)[O-])c2)C=C1	4.6%	10.8%
NC(=O)CN1CCOCCOCCOCCOCCOCC1	5.2%	·
COc1cc(OC)cc(C(=O)Nc2ccccc2C(=O)N2CCCC2)c1	-3.0%	·
CC(C)CNC(=O)c1cccc(NC(=O)c2ccccc2Cl)c1	1.4%	2.7%
Cc1nnc(NC(=O)Oc2ccccc2)s1	0.5%	-4.1%
CCOC(=O)C1CCCN(S(=O)(=O)c2cccs2)C1 (configuration not stated)	2.1%	-6.8%
COc1ccc(OC)c2[nH]c(=O)c(CCNC(=O)c3cc4ccccc4o3)cc12	0.8%	-5.9%
CCN(CCCNC(=O)CN(C)S(=O)(=O)c1cccc2nsnc12)c1ccccc1	1.9%	2.4%
Cc1ccc(C(=O)N2CCCC2)cc1Br	1.9%	·
O=C(NC(C(=O)O)c1ccccc1)c1ccc(S(=O)(=O)N2CCOCC2)cc1 (configuration not stated)	1.0%	-10.3%
COc1cc(CNn2nnnc2N)ccc1OCC(=O)NC(C)(C)C	5.6%	·
COc1ccc(CCNC(=O)C2CC2(c2ccccc2)c2ccccc2)cc1OC (configuration not stated)	1.2%	0.8%
COCCNC(=O)CN1c2ccccc2CC1C (configuration not stated)	-0.4%	8.0%
Cc1ccc2cc3c(nc2c1)N(Cc1ccco1)CC3	3.1%	-7.7%
CCOc1ccc(NC(=O)C2CCCN(S(=O)(=O)c3c(C)nn(C)c3C)C2)cc1 (configuration not stated)	-0.4%	-4.3%
COC(=O)C1=C(C)NC(=S)NC1c1ccc(C(C)C)cc1 (configuration not stated)	0.7%	0.0%
COCC(=O)Nc1c(C(=O)Nc2ccccc2OC)oc2ccccc12	4.6%	0.5%
COc1ccc(CNc2nc(NCc3ccc(OC)cc3)n(S(C)(=O)=O)n2)cc1	1.3%	0.4%
CCCCCC(=O)Nc1ccc2oc(-c3ccncc3)nc2c1	1.7%	-12.0%
CN1C(C(=O)Nc2ccccn2)=C(O)c2ccccc2S1(=O)=O	·	-4.4%&-0.9%
Cn1c(=N)n(CC(O)c2cccc3ccccc23)c2ccccc21 (configuration not stated)	-9.6%	-3.7%
CCc1cc(=O)oc2cc(OC(C)C(=O)O)c(Cl)cc12 (configuration not stated)	0.9%	1.0%
CCSc1oc(-c2ccco2)nc1S(=O)(=O)c1ccccc1	4.1%	-4.4%
C=CCn1c(CC#N)nnc1N1CCOCC1	1.9%	-3.3%
O=C(CN1CCOCC1)N1CCN(S(=O)(=O)c2ccccc2)C1c1ccccc1 (configuration not stated)	4.5%	1.4%
O=C(O)c1ccc([N+](=O)[O-])c2c1NC(C1CC=CCC1)C1CC=CC21 (configuration not stated)	2.4%	4.0%
CCn1nnnc1SCC(=O)N(C1CCCCC1)C1CCCCC1	2.6%	-10.7%
C=CCc1cccc2cc(C(=O)Nc3ccc(NC(C)=O)cc3)c(=O)oc12	-5.1%	4.1%
CC(C)C(C(=O)O)N1C(=O)/C(=C/c2ccc3c(c2)OCO3)SC1=S (configuration not stated)	1.0%	-3.5%
COc1ccc(C(=O)Nc2ccc3nn(-c4ccc(C)c(Cl)c4)nc3c2)cc1[N+](=O)[O-]	1.4%	17.8%
CCOC(=O)c1ccc(NC(=O)CN(c2ccc(C)cc2)S(=O)(=O)c2c(C)nn(C)c2C)cc1	-0.3%	·
NC(=O)SCC(=O)Nc1ccc(Br)cc1	-2.1%	-3.9%
Clc1ccc(Cl)c(-c2nn3c(Cn4cnc5ccccc54)nnc3s2)c1	0.0%	-6.1%
COc1cccc(C(=O)Nc2ccc3oc(-c4ccc(F)cc4Cl)nc3c2)c1	0.5%	-11.9%
COc1cccc(-n2c(SCC(N)=O)nnc2-c2ccncc2)c1	0.3%	2.9%
Cc1ccc(-c2nnc3c4ccccc4c(C)nn23)cc1NC(=O)CN1CCOCC1	-5.3%	-10.1%
CCc1cc2c(NCCN3CCCCC3)ncnc2s1	4.5%	-0.1%
Nc1nonc1-n1nncc1-c1ccccc1	1.3%	6.3%
CCC(C)(C)c1ccc(OCCN2C(=O)NC(C)(C)C2=O)cc1	1.2%	·
Cc1ccccc1CSCC(=O)NC1CCCC1	0.4%	·
O=C(COc1ccc2ccccc2c1Br)Nn1cnnc1	-5.7%	-10.4%
O=C1NC(=S)N(c2cccc(Br)c2)C(=O)/C1=C/c1ccc(-c2cccc([N+](=O)[O-])c2)o1	4.4%	8.0%
Cc1cccc(OCCn2c(CCCO)nc3ccccc32)c1	-1.4%	-2.7%
COc1ccc(-c2cc(C(=O)N/N=C/c3c(C)[nH]c4ccccc34)[nH]n2)cc1	4.6%	-0.3%
Continued.
SMILES	Hsp70 displacement	Rat MKP-3 inhibitors
Cc1cc(NC(=O)c2ccc(NC(=O)c3cccs3)cc2)no1	-2.3%	-12.7%
N#Cc1c(NC(=O)CSc2ncn(-c3ccccc3)n2)sc2c1CCCC2	-4.8%	-7.4%
Cc1c(NC(=O)c2cc(-n3cnnc3)ccc2Cl)cccc1-c1nc2ccccc2o1	2.3%	0.3%
CSC(=NSc1ccc([N+](=O)[O-])cc1)SC	-9.9%	3.3%
CC(=O)N1CCN(c2ccccc2NC(=O)COc2ccc(Cl)cc2Cl)CC1	1.6%	-4.7%
CCc1c(C)sc(NC(=O)c2ccc(F)cc2)c1C(=O)OC(C)C	0.0%	-1.3%
COC(=O)c1[nH]c2ccccc2c1NC(=O)CN1CCN(c2cccc(OC)c2)C(C)C1 (configuration not stated)	2.3%	-4.5%
CCn1c(SCC(=O)Nc2cc(C)ccc2C)nc2c(c1=O)SC(C)C2 (configuration not stated)	2.7%	-12.4%
O=C(NC1=NCCS1)C1Cc2ccccc2CN1C(=O)c1ccccc1 (configuration not stated)	4.6%	-13.4%
CCOC(=O)NCS(=O)(=O)c1ccc(C)cc1	-6.2%	3.5%
Cc1cnc(Sc2ncccc2[N+](=O)[O-])nc1	4.5%	·
O=C(CSc1nc2ccccc2[nH]1)Nc1ccccc1-c1ccccc1	2.7%	3.4%
C=CCn1c(=O)c2ccccc2n2c(SCC(=O)/C(C#N)=C(\C)N)nnc12	-3.1%	-1.8%
CCC(=O)Nc1ccc(NC(=O)c2ccco2)cc1	-2.2%	2.3%
O=C1/C(=C\c2cccc([N+](=O)[O-])c2O)SC(=S)N1c1ccccc1	-2.0%	1.5%
O=c1[nH]cnc2c1cnn2CCOc1ccccc1	-2.9%	5.4%
O=C(CC1(C(F)(F)F)OCCO1)Nc1ccc2c(c1)OCO2	-0.2%	-3.9%
CCSc1nnc(Nc2ccccc2)s1	-2.8%	-1.6%
Cc1cc(C)nc(Nc2ncc(O)n2-c2ccccc2)n1	-3.8%	·
CC(NC(=O)c1cc2c(s1)CCCC2)C(C)(C)C (configuration not stated)	7.7%	·

Quoted at random: 6 compounds from above
SMILES	Hsp70 displacement	Rat MKP-3 inhibitors
C=CCn1c(=O)c2ccccc2n2c(SCC(=O)/C(C#N)=C(\C)N)nnc12	-3.1%	-1.8%
Cc1cnc(Sc2ncccc2[N+](=O)[O-])nc1	4.5%	·
CCC(=O)Nc1ccc(NC(=O)c2ccco2)cc1	-2.2%	2.3%
N#Cc1c(NC(=O)CSc2ncn(-c3ccccc3)n2)sc2c1CCCC2	-4.8%	-7.4%
Cc1cc(C)nc(Nc2ncc(O)n2-c2ccccc2)n1	-3.8%	·
CCc1c(C)sc(NC(=O)c2ccc(F)cc2)c1C(=O)OC(C)C	0.0%	-1.3%

New compounds follow
SMILES	Hsp70 displacement	Rat MKP-3 inhibitors
CCCCNC(=O)C1CCCN(S(=O)(=O)c2ccc(-n3cnnn3)cc2)C1 (configuration not stated)	2.0%	-9.0%
O=c1c(-c2ccco2)[n+]([O-])c2ccccc2n1OCc1ccccc1	3.6%	·
O=C1CC(N2CCN(Cc3ccc4c(c3)OCO4)CC2)C(=O)N1c1cc(Cl)cc(Cl)c1 (configuration not stated)	-0.1%	-0.6%
CN(c1ccc(C(=O)O)cc1)S(=O)(=O)c1ccc(Cl)cc1	9.2%	-9.2%
CCCCOC(=O)Nc1cccc(C(=O)OCC)c1	1.9%	·
Cc1nn(Cc2ccccc2)c(=O)n1N(C)c1ncc(C(F)(F)F)cc1Cl	-0.3%	·
CCOc1cccc(NC(=O)C2CC(=O)N(C)C2)c1 (configuration not stated)	-2.1%	-14.9%
O=C(NCc1ccc2c(c1)OCO2)c1ccccn1	-2.1%	-9.7%
CC(C)[C@H](NC(=O)NCCc1ccc(Cl)cc1)C(=O)O	1.1%	-8.8%
c1ccc2c(c1)oc1c(N3CCOCC3)ncnc12	2.1%	-1.0%
COc1ccc(N2CCN(C(=O)C(OC(C)=O)c3ccccc3)CC2)cc1 (configuration not stated)	-2.6%	-0.7%

3 neighbouring records already listed, for reference:
SMILES	Hsp70 displacement	Rat MKP-3 inhibitors
Cc1nn(Cc2ccccc2)c(=O)n1N(C)c1ncc(C(F)(F)F)cc1Cl	-0.3%	·
CCOc1cccc(NC(=O)C2CC(=O)N(C)C2)c1 (configuration not stated)	-2.1%	-14.9%
O=C(NCc1ccc2c(c1)OCO2)c1ccccn1	-2.1%	-9.7%

High-throughput results as filed in PubChem.

Only part of the results is shown. The share of hits here may be higher or lower than overall.
